High-throughput results as filed in PubChem BioAssay.
K1F lysis inhibition: protection from phage-mediated lysis, alamar blue read-out – E. coli UTI89, K1F phage, bacterial capsule biogenesis inhibitors (AID 488966) | E. coli UTI89 K1F phage lysis, alamar blue, 2 h; higher % means a stronger effect | one-dose inhibition, % at 100 µM; IC50 in µM for titrated hits | 340,000 tested, 0.02% active;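 active means phage lysis inhibition, versus mean bacterial control, above a set limit; inconclusive means no clear call, values can overlap the other calls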;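 further: capsule biogenesis inhibitors block K1F phage lysis so surviving cells raise fluorescence; higher fluorescence means more inhibition of phage lysis; actives were called in the ten point dose series up to 300 µM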
West Nile antiviral: inhibition of WNV-induced cytopathic effect – cell-based, CPE readout (AID 1621); West Nile virus-infected cells, CPE inhibition; higher % means a stronger effect; CPE inhibition, % at 10 µM, or IC50 in µM where a hit was titrated; 290,000 tested, 0.02% active; in the data active means a potency from the dose series; inconclusive means CPE inhibition mostly from about 3.7% at the one dose, without a potency; inactive means the rest, 99 in 100 with CPE inhibition below about 2.2%; further: strong numbers were not always called active
RSV antiviral HEp-2: RSV antiviral activity via CPE protection, HEp-2 cells, primary 10 µM value included (AID 2391) | HEp-2 cells, RSV-induced CPE inhibition; higher % means a stronger effect | one-dose CPE inhibition, % at 10 µM; IC50 in µM for titrated hits | 310,000 tested, 0.13% active; in the data active means a potency from the dose series; inconclusive means CPE inhibition mostly from about 23% at the one dose, without a potency; inactive means the rest, 99 in 100 with CPE inhibition below about 21%; further: strong numbers were not always called active
NS5 inhibitors: flavivirus cap methylation enzyme inhibition – biochemical, confirmation dose response, primary screen (AID 588689); inhibition, % at 25 µM, or IC50 in µM where a hit was titrated; 340,000 tested, 0.3% active; Dengue-2 NS5 methyltransferase capping enzyme assay, biochemical; higher % means a stronger effect; in the data active means a potency from the dose series; inconclusive means inhibition above about 29% without an active follow-up result
NTR1 ag: agonists of NTR1, primary screen, imaging, U2OS cells, beta-arrestin-GFP, high content (AID 493036) | P30989 | NTR1-U2OS beta-arrestin-GFP spot imaging, agonist mode | activation, % at 20 µM | 330,000 tested, 0.17% active;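 active means activation at or above 40% of the spot to cytoplasm intensity ratio, with at least 20 cells analyzed; inconclusive means wells under 20 cells, flagged as cytotoxic or low count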;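 further: 0% = DMSO without peptide and 100% = 100 nM NTR1 peptide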
Target sequence (P30989 whole entry, looked up): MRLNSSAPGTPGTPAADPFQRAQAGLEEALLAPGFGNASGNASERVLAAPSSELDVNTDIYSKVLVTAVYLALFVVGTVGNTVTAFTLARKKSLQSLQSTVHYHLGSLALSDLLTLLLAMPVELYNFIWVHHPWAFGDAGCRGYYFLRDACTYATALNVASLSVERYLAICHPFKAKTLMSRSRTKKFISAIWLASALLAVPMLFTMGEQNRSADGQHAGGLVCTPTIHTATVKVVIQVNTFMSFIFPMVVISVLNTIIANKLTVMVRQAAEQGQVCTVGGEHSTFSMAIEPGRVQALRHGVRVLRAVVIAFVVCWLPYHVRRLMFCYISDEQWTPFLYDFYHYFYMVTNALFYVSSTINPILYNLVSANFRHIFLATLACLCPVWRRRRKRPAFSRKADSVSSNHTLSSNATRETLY
PhoP inhibition: inhibitors of PhoP regulon expression, primary screen, Salmonella Typhimurium, GFP reporter (AID 1863). inhibition, % at 50 µM, or IC50 in µM where a hit was titrated. S. Typhimurium PhoP-regulated promoter GFP reporter, 4 h; higher % means a stronger effect. 300,000 tested, 0.16% active;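 active means inhibition over 29.93%, a cutoff 3 SD above the screen mean, later confirmed by dose response; inconclusive means inhibition over 29.93% but no dose response follow-up; inactive means inhibition at most 29.93% or unconfirmed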;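 further: 0% = low Mg2+ inducing control and 100% = high Mg2+ repressing control; strong numbers were not always called active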
Rac1 GTP hydrolysis: MgcRacGAP GTPase-activating activity inhibitors, confirmation, biochemical, ADP Hunter fluorescence. 340,000 tested, 0.6% active. inhibition, % at 30 µM; hits with a dose series show IC50 in µM. MgcRacGAP-stimulated Rac1 GTP hydrolysis, ADP Hunter fluorescence; higher % means a stronger effect; GST-tagged Rac1 F28L mutant substrate;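 active means first-screen hits whose inhibition reached a set limit at any dose in the follow-up dose series; inconclusive means inhibition above the set first-screen limit but never retested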;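 further: fluorescence reports GDP produced by GAP-driven GTP hydrolysis; strong numbers were not always called active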
Large T inhibition: TAg ATPase/helicase activity blockers – biochemical (AID 1903); 310,000 tested, 0.39% active; SV40 large T antigen ATPase/helicase inhibition assay; higher % means a stronger effect; inhibition, % at 20 µM, or IC50 in µM where a hit was titrated; in the data active means a potency from the dose series; inconclusive means inhibition mostly from about 32% at the one dose, without a potency; inactive means the rest, 99 in 100 with inhibition below about 32%; further: strong numbers were not always called active
T cell modulator: T cell immune modulators affecting CD8 T cell-vesicle binding | 2C CD8+ T cell-vesicle binding, flow cytometry; active compounds read low | calls only at 7 µM | 330,000 tested, 0.068% active | AID 2052;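 active means response, share of CD8 T cells binding vesicles, and their 90th percentile fluorescence all below set limits, cut at about 80% in these data, passing the limit was not always enough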
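Also added: QL9-peptide-loaded Drosophila micro-vesicles bearing Ld, ICAM-1 and B7-1; Test system: purified 2C TCR transgenic mouse naive CD8+ T cells; Measured by: cytometric PE anti-B7-1 and Alexa647 anti-CD8 signals after 1% paraformaldehyde fixation; Timing: binding step 1.5 h, 37 °C, antibody labelling 20 min, ice.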
T cell modulator vesicle-bound %: further read-out of T cell modulator, marked with its call; double positive events, %; measured here: CD8+ vesicle-bound cell fraction;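 binding gate set so that unloaded-vesicle control wells show 10% double positive cells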
NTR1 ag cell count 20 µM: recorded beside NTR1 ag, whose call it bears; cell count; measured here: cell count, cytotoxicity flag
Starred values were filed as active, the others as inactive; i = inactive; ? = inconclusive; . = not tested or not shown; [ ] = remark or other dose. Compounds as they come; overall some 1.5% were active at least once.

molecule	K1F lysis inhibition	West Nile antiviral	RSV antiviral HEp-2	NS5 inhibitors	NTR1 ag	NTR1 ag cell count 20 µM	PhoP inhibition	Rac1 GTP hydrolysis	Large T inhibition	T cell modulator	T cell modulator vesicle-bound %
COc1ccc(-c2[nH]n(-c3ccc([N+](=O)[O-])cc3)c(=O)c2C=NCCN2CCNCC2)cc1	.	1.1%	6.7%	.	4.8	50	-3%	.	5%	i	28
CC(C)(C)c1ccc(-c2c(C#N)c(N)nc3c2CCCC3)s1	0.0%	1.2%	3.6%	-1%	2.1	89	-3%	4%	6%	i	10
CCC(=O)c1ccc(OCCn2cnc3ccccc32)cc1	0.8%	-0.3%	-1.6%	-8%	0.9	63	0%	7%	12%	i	27
Cc1c(Cl)c([N+](=O)[O-])nn1CCCC(=O)Nc1c(C)n(C)n(-c2ccccc2)c1=O	-0.2%	0.3%	0.0%	2%	-2.0	49	-4%	15%	10%	i	21
C#CCOCCOCCOCCNc1nc(N2CCN(C(=O)Cn3cc(CCCCN)nn3)CC2)nc(N2CCN(C(=O)[C@H](CCCCN)n3cc(CCCC)nn3)CC2)n1	-1.4%	.	1.6%	-4%	-0.6	106	.	7%	3%	i	22
COc1cc(CCC(=O)NCC2CCCO2)cc(OC)c1OC (stereo not given)	0.1%	-0.1%	0.3%	-1%	1.4	52	4%	1%	-2%	i	15
COc1ccccc1-c1nc(C#N)c(N2CCc3ccccc3C2)o1	0.2%	-0.6%	10%	-3%	21	48	7%	6%	15%	i	13
O=C(NCc1ccc2c(c1)OCO2)c1ccc(S(=O)(=O)N2CCOCC2)cc1	.	-0.4%	2.8%	.	0.7	55	-9%	.	7%	i	26
O=C(N/N=C/c1ccc(N2CCCCC2)o1)c1ccccc1[N+](=O)[O-]	0.8%	-0.4%	5.1%	20%	2.0	40	8%	7%	12%	i	45
COCCN(C(=O)COC(=O)CCCOc1ccc(OC)cc1)c1c(N)n(Cc2ccccc2)c(=O)[nH]c1=O	0.7%[50 µM]	.	0.7%	-1%	-1.0	54	-2%	7%	8%	i	34
COc1cc(/C=C/C(=O)OCC(=O)N2CCC(C)CC2)ccc1O	-0.8%	.	-0.3%	-1%	-0.8	54	6%	?	?	i	55
O=C(NCc1ccc(Cl)cc1)c1ccccc1Oc1ccccc1	-0.2%	-0.4%	8.7%	-13%	-4.5	95	-2%	5%	2%	i	17
COc1cccc(Cc2n[nH]c(=S)n2Cc2ccco2)c1	1.2%	1.9%	0.0%	4%	0.9	46	-1%	11%	18%	i	26
N#CCSc1nc2sccc2c(=O)n1-c1ccccc1	0.3%	0.4%	-0.7%	-5%	0.6	42	12%	9%	25%	i	32
COc1ccc(NS(=O)(=O)c2ccc3oc(SC(C)C(N)=O)nc3c2)cc1 (stereo not given)	0.0%	-0.7%	0.3%	1%	-0.1	47	4%	1%	-3%	i	58

More entries follow.
molecule	K1F lysis inhibition	West Nile antiviral	RSV antiviral HEp-2	NS5 inhibitors	NTR1 ag	NTR1 ag cell count 20 µM	PhoP inhibition	Rac1 GTP hydrolysis	Large T inhibition	T cell modulator	T cell modulator vesicle-bound %
NC(=O)C1CCN(C(=O)COc2ccc3c4c(c(=O)oc3c2)CCC4)CC1	7.3%	0.5%	0.1%	-4%	-3.4	93	-5%	-2%	7%	i	27
CCOc1ncccc1C(=O)OCC(=O)Nc1ccc(-c2nc3ccc(C)cc3s2)cc1	-0.4%	-0.9%	6.7%	1%	.	.	-2%	5%	20%	i	40
O=C(CSc1nc(C2CC2)nc2ccccc12)Nc1ccccc1Cl	0.6%	-0.9%	2.5%	8%	5.1	38	-3%	8%	12%	i	47
O=C(NCc1cccc(Cl)c1)c1ccco1	0.3%	-0.6%	-1.1%	3%	2.3	56	5%	5%	4%	i	42
Cc1ccc(-n2nc3ccc(NC(=O)/C=C/c4ccco4)cc3n2)cc1C	-0.7%	0.3%	2.9%	-8%	4.6	73	-4%	6%	-2%	i	32
CC(C)COC(=O)C(N)C(C(=O)OCC(C)C)c1ccccc1 (stereo not given)	0.7%	0.1%	0.3%	3%	1.4	51	20%	6%	5%	i	47
CC(=O)c1ccc[n+](CC(=O)NC(C)c2ccccc2)c1 (stereo not given)	0.3%	-0.1%	-0.2%	-7%	-1.2	88	-2%	11%	9%	i	47
Cc1ccc(NC(=O)C2CCCN2C(=O)OCc2ccccc2)c(O)c1 (stereo not given)	2.1%	-0.4%	1.8%	-5%	0.6	67	-3%	7%	5%	i	12
O=C(NNc1ncc(C(F)(F)F)cc1Cl)c1c(Cl)cccc1Cl	0.1%	?	-2.1%	-8%	1.5	92	-2%	0%	5%	i	28
Cc1ccc(C)c(NC(=O)CCC(=O)NN=C2CCCC2)c1	2.5%[50 µM]	-0.1%	-0.3%	5%	1.0	50	2%	8%	-12%	i	6
Cc1cc(NC(=O)CN2C(=O)C3CC=CCC3C2=O)no1 (stereo not given)	0.1%	0.3%	2.5%	-15%	-1.5	78	-3%	6%	3%	i	11
COC(=O)c1cc2c(ccn2C)n1C	0.3%	0.5%	-0.1%	4%	1.1	49	-10%	3%	6%	i	54
CCCCCSc1nnc(N)s1	0.6%	0.6%	.	-8%	0.0	54	5%	14%	16%	i	56
Cn1c(SCC(=O)NC2CCCCC2)nnc1-c1cc2cc(Cl)ccc2o1	2.2%	-2.2%	1.6%	0%	3.0	88	6%	5%	5%	i	48
Oc1c(N=NC(=S)Nc2ccccc2F)c2ccccc2n1Cc1ccccc1F	0.1%	-1.1%	0.7%	8%	0.4	47	-6%	6%	7%	i	42

Continuation:
molecule	K1F lysis inhibition	West Nile antiviral	RSV antiviral HEp-2	NS5 inhibitors	NTR1 ag	NTR1 ag cell count 20 µM	PhoP inhibition	Rac1 GTP hydrolysis	Large T inhibition	T cell modulator	T cell modulator vesicle-bound %
Nc1nnnn1CC(=O)N/N=C/c1cccs1	1.4%	0.0%	.	3%	1.5	44	-13%	11%	13%	i	34
CC(=O)C(C)n1c(CN2CCN(C(=O)c3ccco3)CC2)nc2c1c(=O)n(C)c(=O)n2C (stereo not given)	0.5%	-0.1%	2.0%	-1%	1.1	54	3%	15%	6%	i	15
O=[N+]([O-])c1cc([N+](=O)[O-])c(Oc2c(F)cc(F)cc2F)cc1NN1CCCCC1	-0.7%	0.4%	-2.5%	2%	3.8	96	-7%	1%	7%	i	14
N#CC1=C(N)C(C#N)(C#N)[C@H](c2c(F)cccc2F)[C@H]2CC3(CC=C12)OCCO3	5.3%	2.3%	3.8%	?	-0.3	52	-39%	6%	13%	i	39
CC1=C(C(=O)Nc2cccnc2)C(c2ccc(C(C)C)cc2)n2ncnc2N1 (stereo not given)	0.3%	-0.2%	.	-3%	3.5	65	-1%	9%	1%	.	.
CS(=O)(=O)N1CCc2cc(C(=O)Nc3ccc(COCC(F)(F)F)cc3)ccc21	-0.1%	-1.9%	4.1%	-8%	3.8	50	2%	5%	-2%	i	66
C#CCn1c(C)cc(C)c(S(=O)(=O)c2ccccc2)c1=O	0.7%	0.9%	-1.6%	5%	0.0	43	-3%	2%	10%	i	20
O=C(O)CCC(=O)NN1C(=O)c2ccccc2NC1c1ccco1 (stereo not given)	1.1%	0.5%	1.9%	0%	-0.5	57	3%	10%	4%	i	50
Cc1nc(N2CCN(c3ccccc3)CC2)nc2c1C(=O)CC(C)C2 (stereo not given)	0.9%	-0.7%	?	-6%	2.1	99	31%	1%	1%	i	32
O=C(NC1CC1)C1=C[C@@H](c2csc3ccccc23)C[C@@H](OCCCCO)O1	0.9%	-0.3%	4.2%	-6%	0.1	57	3%	12%	10%	i	33
COc1ccc2c(c1)c(=O)oc1c(C)c(OC(C)C(=O)NCC3CCC(C(=O)O)CC3)ccc12 (stereo not given)	-0.4%	-0.7%	2.5%	-3%	-0.7	97	-2%	-13%	2%	i	47
CCCCC(=O)Nc1ccc(C(=O)NCC(=O)OC)cc1	1.4%	0.2%	0.0%	-12%	-0.4	63	-2%	9%	4%	i	53
Cc1cccc(CS(=O)(=O)Cc2ccc(C(=O)NCc3ccccc3)o2)c1	0.2%	-0.7%	2.1%	0%	0.0	53	-1%	9%	4%	i	15
CC(C)c1cccc(C2=CC(=O)C[C@H](c3ccc(F)cc3)C2)c1	1.7%	.	8.7%	-2%	1.6	57	.	1%	.	i	42
CC(=O)Nc1ccc(NC(=O)CN(c2ccccc2Cl)S(C)(=O)=O)cc1	0.2%[50 µM]	0.9%	0.8%	-2%	1.1	63	8%	5%	-5%	i	26

(more compounds)
molecule	K1F lysis inhibition	West Nile antiviral	RSV antiviral HEp-2	NS5 inhibitors	NTR1 ag	NTR1 ag cell count 20 µM	PhoP inhibition	Rac1 GTP hydrolysis	Large T inhibition	T cell modulator	T cell modulator vesicle-bound %
Cc1cc(S(=O)(=O)N2CCC(NC(=O)C34CC5CC(CC(C5)C3)C4)CC2)ccc1-n1cnnn1	-0.1%	-1.2%	3.5%	0%	-0.5	74	-11%	8%	4%	i	58
Cc1nc2ccc(S(=O)(=O)N(C)CC(=O)NCc3ccc4c(c3)OCO4)cc2s1	-0.2%	-0.6%	-0.5%	-4%	0.7	47	-3%	2%	2%	i	30
O=S(=O)(c1ccc(-c2cc(C(F)(F)F)on2)s1)N1CCCC1	0.6%	-0.1%	.	-4%	-0.4	52	-4%	4%	10%	i	38
O=C(Nc1nc2ccc(Br)cc2s1)c1ccco1	-2.2%	-0.3%	11%	4%	-1.7	61	-6%	10%	30%	i	50
